# Assay outcomes from PubChem.
# Pf apPOL block: Pf-apPOL DNA polymerase inhibition. Recombinant Pf-apPOL, molecular beacon fluorescence, 1.5 h. inhibition, % at 10 µM. hit rate 0.25% among 210,000
# mHTT CaM bind: disrupts binding of mutant huntingtin to calmodulin. P42858. AlphaScreen His-mHTT/GST-CaM binding, luminescence. inhibition, % at 15 µM. hit rate 3.6% among 190,000. AID 1671202;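 also: 0% = both proteins with DMSO and 100% = one protein alone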
# Starred values were filed as active, the others as inactive; · = not tested or not shown; & = joins results of further samples. Rule as the data show it: active = inhibition above about 50%; inactive = the rest.
canonical_smiles	mHTT CaM bind	Pf apPOL block
O=C(NC1CC1)C1COC2(CCCCC2)N1C(=O)c1ccccc1C(F)(F)F (stereo not given)	-2	-6
Cn1ccc2c(ccn2CC(=O)Nc2ccccc2Br)c1=O	1	2
Cc1ccc(C)n1-c1ccc(C(=O)NNC(=O)c2ccccc2C(F)(F)F)cc1	·	-3
COc1ccc(C2CCCN2C(=O)c2cc(C(C)C)on2)cc1 (stereo not given)	-1	-6
O=C(NCCn1nc(-c2ccc(Cl)cc2)ccc1=O)NCc1ccccc1	-1	-10
O=C(CSc1nncc2ccccc12)c1ccccc1	13	-1
NC(N)=[N+]1CCc2ccccc2C1	·	-10
Cc1cc(C)nc(NC(=O)Cc2ccc(F)cc2)n1	2	-9
CN(C)c1ncncc1N1CCC(C(=O)NCc2ccc(F)cc2)CC1	8	0
Cc1cccc(-n2nc3c(c2NC(=O)COc2ccc(Cl)cc2Cl)CS(=O)C3)c1C (stereo not given)	0	-63
Cc1cc(Nc2ccc(NC(=O)c3sc(C)nc3C)cc2)nc(N2CCCC2)n1	31	-14
COc1cccc(CNC(=O)C2CC(=O)N(CCc3ccccc3)C2)c1 (stereo not given)	3	-2
O=C(NC1CC1)C1CN(C(=O)c2ccccc2)CC12CCCCC2 (stereo not given)	-6	-1
Cc1cccc(C)c1NC(=O)c1nccnc1C(=O)O	4&7	1&-7
COc1cccc(NC(=O)C(=O)NCCc2ccc(OC)c(OC)c2)c1	-3	1

# (next part)
canonical_smiles	mHTT CaM bind	Pf apPOL block
COc1ccc(C)cc1C(=O)C1CC(C(=O)O)C(C)(C)C1C (stereo not given)	4	59*
CC1(C)CC(=O)C2=C(C1)N(c1ncn[nH]1)C(N)=C(C#N)C2c1cccnc1 (stereo not given)	3	-3
C=CCN(CC=C)S(=O)(=O)c1nc2nc(C)cc(C)n2n1	3	0
COc1ccc(C2CC(=O)C3=C(C2)Nc2ccccc2NC3c2ccc(SC)cc2)cc1OC (stereo not given)	41	-61
Cc1ccc(CCN2CC(C(=O)NCCN3CCCC3)CC2=O)cc1 (stereo not given)	-4	1
O=C(NCCC1=CCCCC1)C(=O)NCC1(c2cccs2)CCCC1	-6	1
CCN(CC)CCOc1ccc([N+](=O)[O-])cc1	-2	-6
Cc1ccc(NC(=O)c2ccccc2F)c([N+](=O)[O-])c1	-1	2
COc1ccc(O)c(C=NCCCN=Cc2cc(OC)ccc2O)c1	13	-8
Cc1cccc(NC(=O)CSc2nccn2C)c1C	1	-4
CCCCc1ccc(NC(=O)Cn2cnc3ccccc3c2=O)cc1	-1	-9
CCCN(CCC)Cc1c(O)ccc2c1OC(=Cc1cc(OC)c(OC)c(OC)c1)C2=O	15	-15
O=C(Cc1ccc([N+](=O)[O-])cc1)NCc1ccccn1	9	-10
COc1ccc(C2CC(c3cccc(Br)c3)n3nnnc3N2)cc1 (stereo not given)	2	1
CCSc1nnc2c(n1)OC(c1ccccn1)Nc1ccccc1-2 (stereo not given)	3	93*

# Next part.
canonical_smiles	mHTT CaM bind	Pf apPOL block
Cc1ccsc1CN1CCN(CCO)CC1	-1	1
CCCSCCCNC(=O)c1ccc2c(c1)nc1n2CCCCC1	5	1
C1CCN(CCCNC2C3CC4CC(C3)CC2C4)C1 (stereo not given)	-3	-12
CC1CCc2c(cnc3c(C(=O)NCc4ccco4)cnn23)C1 (stereo not given)	5	-1
C=CCNC(=O)NC1CCCCC1N1C(=O)CSC1=O (stereo not given)	-25	2
CN(C)c1ccc(C2C=C(c3ccccc3)Nc3ncnn32)cc1 (stereo not given)	4	12
COc1ccc(/C=C2\C(=O)NC(=O)N(c3ccc(Cl)cc3)C2=O)c(C)c1	13	1
CCCN1CCN(C(=O)c2ccc3c(c2)NC(=O)C2CCCCN32)CC1 (stereo not given)	3	-2
COc1ncc(C(=O)Nc2ccc(C)c(F)c2)c(C)n1	-9	-3
COc1cccc(CC(=O)N2CCCC2c2cc(C)no2)c1 (stereo not given)	1	-1
CCOc1ccc(-c2csc(NC(=O)c3ccc(OC)c(OC)c3)n2)cc1	2	-9
CN(CC1CC(c2ccc(F)cc2)=NO1)C(=O)c1cccs1 (stereo not given)	-4	-7
O=C1CC(c2ccco2)Cc2c1cnn2-c1nc2ccccc2[nH]1 (stereo not given)	12	-2
O=C(c1cccc(Br)c1)N1CCc2nc(-c3ccccc3)ncc2C1	-9	0
O=C(Nc1ccc(Br)cc1F)c1cc(S(=O)(=O)NC2CCCCC2)ccc1F	18	-3

# Next part, overlapping the part above by 2 compounds.
canonical_smiles	mHTT CaM bind	Pf apPOL block
O=C(c1cccc(Br)c1)N1CCc2nc(-c3ccccc3)ncc2C1	-9	0
O=C(Nc1ccc(Br)cc1F)c1cc(S(=O)(=O)NC2CCCCC2)ccc1F	18	-3
CC(=O)NC(c1ccc(C(C)C)cc1)c1ccc2cccnc2c1O (stereo not given)	100*	-34&-8
CCCOc1ccccc1/C=c1\sc2nc(-c3cccs3)nn2c1=O	3	-4
NC(=O)C1CCN(C(=O)c2c[nH]c3c(C(F)(F)F)cccc3c2=O)CC1	-14	2
Cc1ccccc1C1CCCN1C(=O)NCc1ccc(F)cc1 (stereo not given)	-9	1
CCC(=O)Nc1cc(-c2cc3ccccc3n2CC)[nH]n1	19	0
O=C(c1ccco1)N1CCCC(c2nncn2-c2ccccc2)C1 (stereo not given)	8	12
COc1ccc(-n2nc3c(c2NC(=O)CC(C)C)CS(=O)C3)cc1 (stereo not given)	5	-6
O=C(Cn1cc(-c2ccccc2)nc1SCc1ccccc1)c1ccccc1	·	8
CC(C)CC(=O)Nc1ccc(S(=O)(=O)N2CCC(c3ccncc3)CC2)cc1	-2	0
Cn1c(=O)n(C)c2cc(/C=C(\C#N)c3nn(-c4ccccc4)c(N)c3C#N)ccc21	44	-6
Cc1nc(C2CCCN(C(=O)Cc3ccccc3F)C2)n[nH]1 (stereo not given)	-1	3
COc1cccc(OC)c1OCCN1CCCCC1	-3	-1
CN(C)CCCN1C(=O)CSC1c1ccc(Cl)cc1 (stereo not given)	3	7
N#Cc1nc2c(-c3nc4ccccc4n3Cc3ccccc3)c(N)n(CC3CCCO3)c2nc1C#N (stereo not given)	5	-6
COc1cccc2cc(C(N)=O)c(=Nc3ccc(Cl)cc3Cl)oc12	0	-4

# Going on with the list:
canonical_smiles	mHTT CaM bind	Pf apPOL block
CN(C)Cc1c(O)ccc2c(=O)c(-c3ccc(Cl)cc3)coc12	0&6	-34&3
Cc1ccccc1C(=O)NC1CCN(c2ccccc2C(=O)NC(C)C)CC1	5	-2
COC(=O)Cn1cnc2c(-c3cccc(C)c3)csc2c1=O	4	-2
CCN1CCCn2nc(C3CCN(C(=O)C4(c5ccccc5)CC4)CC3)cc2C1=O	-3	6
Cc1ccc2c(c1)C(O)(CC(=O)c1ccc3c(c1)CCCC3)C(=O)N2 (stereo not given)	10	-3
CC(C)(C#CC(O)(c1ccccc1)c1ccccc1)N1CCCC1	0	-4
Cc1noc(CNC(=O)c2cc(-c3cccs3)[nH]n2)n1	-14	-8
COc1ccc(S(=O)(=O)N2CCCC(c3nc(CNC(C)=O)cs3)C2)cc1OC (stereo not given)	4	-6
O=C(Nc1nccs1)c1oc(=O)c2ccccc2c1-c1ccccc1	-9	-9
Cc1noc(C2CN(C(=O)c3ccc(C#N)cc3)CC23CCOCC3)n1 (stereo not given)	-3	-8
CCOC(=O)Cc1csc(-c2ncc(C(F)(F)F)cc2OCC)n1	·	-21
N#C/C(=C\c1cccc(O)c1)c1ccc([N+](=O)[O-])cc1	10	-2
O=C(NCCc1ccccn1)c1cn2cc(-c3ccc(Cl)cc3)ccc2n1	3	-9
O=C1N=C(N2CCOCC2)S/C1=C/c1cccc(Br)c1	4	-6
Cc1cccc(CN2[C@H](CO)C=CS2(=O)=O)c1	-14	-7

# Following part.
canonical_smiles	mHTT CaM bind	Pf apPOL block
COc1ccc(-c2ncc3c(n2)CCN(C(=O)c2ccc(Br)o2)C3)cc1	-6	9
Cc1ccccc1NC1=CC(=NS(=O)(=O)c2ccc(F)cc2)c2ccccc2C1=O	96*	3
CCCN1CC=C2C(C1)C(c1cccc(C(F)(F)F)c1)C(C#N)=C(N)C2(C#N)C#N (stereo not given)	42	-10
COc1cccc(C2=NOC(C(=O)NC3CCCC3)C2)c1 (stereo not given)	1	-2
CCOc1ccc(C(=O)Nc2ccc(F)c(Cl)c2)cc1	-13	-4
O=C(NCCSc1c[nH]c2ccccc12)c1c(F)cccc1F	4	3
CC(C)CN1CCn2cc(C(=O)NCc3cccc(C(F)(F)F)c3)nc2C1	6	0
Cc1cc(C(=O)Nc2ccc(CC(=O)NCC(F)(F)F)cc2)c(C)o1	-6	4
COc1cccc(CNC(=O)C2(C)CCCN(C(=O)c3ccc(C)cc3)C2)c1 (stereo not given)	3	0
COc1ccc2cc3cc(C(=O)NCc4ccc(C)o4)oc3nc2c1	5	-5
COc1ccc(NC(=O)c2ccc(OC)c(Br)c2)cc1Cl	-2	-3
CC(C)CNC(=O)C1CCN(Cc2ccc(F)cc2)CC1	-4	-1
COc1nccnc1NC1CCN(C(=O)c2ccco2)CC1	0	-3
COc1ccc(C)cc1NC(=O)C1CCCN(c2nccc(C)n2)C1 (stereo not given)	-14	-2
CCN1c2ccc(F)cc2C(=O)NC12CCN(C(=O)c1ccccc1C)CC2	1	7

# Later entries:
canonical_smiles	mHTT CaM bind	Pf apPOL block
O=C(Nc1ccc(F)c(Cl)c1)C1CCCN(S(=O)(=O)c2cccs2)C1 (stereo not given)	-7	-1
COc1ccc(C(=O)Nc2ccc(C)cc2)cc1OC	4	-5
Cc1cc(Cl)c(C(=O)NC(C)C2CC2)cc1Cl (stereo not given)	-4	-8
COc1ccc(C(=O)N2CCC3(CC2)NC(=O)c2c(Cl)cccc2N3)cc1	-2	-1
Cc1cc(C2CC(=O)OC3=C2C(=O)CC(C)(C)C3)c(C)s1 (stereo not given)	16	·
O=C(O)C1CCCCC1C(=O)Nc1ccccc1Cl (stereo not given)	-5	-3
COc1ccc(-c2coc3cc(OCC(=O)c4ccccc4)ccc3c2=O)cc1	-2	-4
COC(=O)c1cnc2nc(C)ccc2c1Nc1ccc(Cl)cc1C	85*	1
O=C(CNc1ccccc1-c1nc2ccccc2[nH]c1=O)NC1CC1	-2	-10
CC1(NO)CCCCC1=NO (stereo not given)	·	21
Cc1ccc(OCCN2CCCC2)c(Br)c1	-1	-2
Cc1ccc(S(=O)(=O)Nc2ccc3ncccc3c2)cc1	-4	-1
CCCc1cc(C2CCCN2C(=O)c2ccc(OC)c(OC)c2)no1 (stereo not given)	3	29
Cc1oc(C2CCN(C(=O)c3cccc(F)c3)CC2)nc1C(=O)N1CCOCC1	0	-2
CCc1ccc(-c2nc(-c3ccc4oc(C)nc4c3)no2)cc1	-18	1

# Remaining list, next part.
canonical_smiles	mHTT CaM bind	Pf apPOL block
CCCn1ncc(N2CCC(C(=O)NCC3CCCO3)CC2)cc1=O (stereo not given)	-5	1
CCOC(=O)c1csc(NC(=O)c2ccc3ncsc3c2)n1	5	2
COc1cccc2cc(C(N)=O)c(=Nc3ccccc3)oc12	8	2
COc1ccc(CCNC(=O)NC23CC4CC(CC(C4)C2)C3)cc1	-4	-12
Cc1cc(C(F)(F)F)c2c(N)c(C#N)sc2n1	-6	0
O=C(NCCc1c[nH]c2ccccc12)C(=O)Nc1ccc(OC(F)(F)F)cc1	4	-2
O=C(COc1cnn(-c2ccccc2)c1)c1ccc(O)cc1O	3	-1
CCc1nc2ccccc2n1Cc1ccc([N+](=O)[O-])cc1	7	-2
Cc1ccc(C(=O)Nc2cccc([N+](=O)[O-])c2)c(Cl)c1	-2	5
CCC(CC)C(=O)N1CCC(Cc2nnc(-c3ccccc3)o2)CC1	-4	0
Cc1ccccc1NCN1C(=O)S/C(=C\c2ccc(F)cc2)C1=O	28	-5
O=C(CCNS(=O)(=O)c1ccc(Br)s1)NC1CCCCCC1	-4	-23
O=C(CSc1nnc(CSc2nc3ccccc3s2)n1-c1ccccc1)NCCO	1	1
CCC(=O)NCc1csc(C2CCN(C(=O)c3cc(C)cc(C)c3)CC2)n1	-5	0
COC(=O)[C@H](CC(C)C)N1Cc2nnn(CC3CCCCC3)c2-c2ccccc2S1(=O)=O	-2	-7
O=C(c1cn(-c2ccccc2)nc1-c1ccccc1)n1nnc2ccccc21	-5	-6
O=C(NCc1ccc(F)cc1)c1cncc(-c2ccccc2Cl)c1	0	-5
CC(C)CC(=O)Nc1c(C(=O)Nc2ccccc2F)oc2cccnc12	-9	4

# Gathered by group: those above with a Cl atom
canonical_smiles	mHTT CaM bind	Pf apPOL block
O=C(NCCn1nc(-c2ccc(Cl)cc2)ccc1=O)NCc1ccccc1	-1	-10
Cc1cccc(-n2nc3c(c2NC(=O)COc2ccc(Cl)cc2Cl)CS(=O)C3)c1C (stereo not given)	0	-63
COc1ccc(/C=C2\C(=O)NC(=O)N(c3ccc(Cl)cc3)C2=O)c(C)c1	13	1
CN(C)CCCN1C(=O)CSC1c1ccc(Cl)cc1 (stereo not given)	3	7
COc1cccc2cc(C(N)=O)c(=Nc3ccc(Cl)cc3Cl)oc12	0	-4
CN(C)Cc1c(O)ccc2c(=O)c(-c3ccc(Cl)cc3)coc12	0&6	-34&3
O=C(NCCc1ccccn1)c1cn2cc(-c3ccc(Cl)cc3)ccc2n1	3	-9
CCOc1ccc(C(=O)Nc2ccc(F)c(Cl)c2)cc1	-13	-4
COc1ccc(NC(=O)c2ccc(OC)c(Br)c2)cc1Cl	-2	-3
O=C(Nc1ccc(F)c(Cl)c1)C1CCCN(S(=O)(=O)c2cccs2)C1 (stereo not given)	-7	-1
Cc1cc(Cl)c(C(=O)NC(C)C2CC2)cc1Cl (stereo not given)	-4	-8
COc1ccc(C(=O)N2CCC3(CC2)NC(=O)c2c(Cl)cccc2N3)cc1	-2	-1
O=C(O)C1CCCCC1C(=O)Nc1ccccc1Cl (stereo not given)	-5	-3
COC(=O)c1cnc2nc(C)ccc2c1Nc1ccc(Cl)cc1C	85*	1
Cc1ccc(C(=O)Nc2cccc([N+](=O)[O-])c2)c(Cl)c1	-2	5
O=C(NCc1ccc(F)cc1)c1cncc(-c2ccccc2Cl)c1	0	-5
